Screens from PubChem BioAssay.
WT yeast gro inh – growth inhibition of WT yeast, mitochondrial fusion screen. inhibition, % at 10 µM. mitochondrial fusion phenotypic screen, WT strain. 2.1% of 190,000 active; in the data active = inhibition above about 58%; tested in S. cerevisiae
XIAP displacement – XIAP antagonists, biochemical, IAP family, fluorescence polarization (AID 1018). 0.007% of 200,000 active. XIAP BIR domain, fluorescence polarization peptide displacement; higher % means a stronger effect. displacement, % at 20 µM; hits with a dose series show IC50 in µM; in the data active = displacement above about 50%; note: a part of the inactive calls stands beside numbers as strong as those of hits
K1F lysis inhibition – protection from phage-mediated lysis, alamar blue read-out – E. coli UTI89, K1F phage, bacterial capsule biogenesis inhibitors (AID 488966) | inhibition, % at 100 µM; hits with a dose series show IC50 in µM | E. coli UTI89 K1F phage lysis, alamar blue, 2 h; higher % means a stronger effect | 0.02% of 340,000 active;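 active = phage lysis inhibition, versus mean bacterial control, above a set limit; inconclusive = no clear call, values can overlap the other calls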;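 note: capsule biogenesis inhibitors block K1F phage lysis so surviving cells raise fluorescence; higher fluorescence means more inhibition of phage lysis; actives were called in the ten point dose series up to 300 µM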
CSM14.1 death rescue – rescue of cells from ER stress-induced death, primary screen, 384-well, CSM14.1, thapsigargin, ATP luminescence (AID 1222); CSM14.1 thapsigargin-induced death rescue, ATP luminescence; higher % means a stronger effect; 190,000 tested, under 10 active; one-dose cellular ATP content (survival), % at 20 µM; EC50 in µM for titrated hits;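 active = EC50 below 50 µM in the dose-response confirmation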;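 note: death triggered by thapsigargin at about 15 µM added after 2 h compound pretreatment; cell ATP read after overnight thapsigargin exposure of roughly 18 to 22 hours; normalized against plate controls of thapsigargin alone and 5% DMSO vehicle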
Large T inhibition – SV40 large T antigen inhibitors, biochemical (AID 1903) | 0.39% of 310,000 active | SV40 large T antigen ATPase/helicase inhibition assay; higher % means a stronger effect | inhibition, % at 20 µM, or IC50 in µM where a hit was titrated; in the data active = a potency from the dose series; inconclusive = inhibition mostly from about 32% at the one dose, without a potency; inactive = the rest, 99 in 100 with inhibition below about 32%; note: strong numbers were not always called active
West Nile antiviral – inhibition of WNV-induced cytopathic effect – cell-based, CPE readout (AID 1621); West Nile virus-infected cells, CPE inhibition; higher % means a stronger effect; CPE inhibition, % at 10 µM; hits with a dose series show IC50 in µM; 0.02% of 290,000 active; in the data active = a potency from the dose series; inconclusive = CPE inhibition mostly from about 3.7% at the one dose, without a potency; inactive = the rest, 99 in 100 with CPE inhibition below about 2.2%; note: strong numbers were not always called active
Yfh1-off respiration – mitochondrial function rescue without frataxin homolog – Friedreich's ataxia, plus single-dose screen, dose response (AID 1465); S. cerevisiae Yfh1-off respiration, WST-1 reduction, 72 h; higher fold induction means a stronger effect; fold induction at 50 µM; hits with a dose series show EC50 in µM; 0.074% of 220,000 active;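 active = fold induction of absorbance versus untreated yeast above a set limit, then at least 30% activation at any dose in follow-up; inconclusive = repeats straddling the limit, or above it without dose testing; inactive = fold induction below the set limit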;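 note: activators that raise dye reduction in frataxin-depleted yeast; strong numbers were not always called active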
NS5 inhibitors – flavivirus cap methylation enzyme inhibition – biochemical, confirmation dose response, primary screen (AID 588689). Dengue-2 NS5 methyltransferase capping enzyme assay, biochemical; higher % means a stronger effect. inhibition, % at 25 µM; hits with a dose series show IC50 in µM. 0.3% of 340,000 active; in the data active = a potency from the dose series; inconclusive = inhibition above about 29% without an active follow-up result
RSV CPE inhibition – inhibition of RSV-induced cytopathic effect – HEp-2 cells, primary 10 µM value included (AID 2391); HEp-2 cells, RSV-induced CPE inhibition; higher % means a stronger effect; one-dose CPE inhibition, % at 10 µM; IC50 in µM for titrated hits; 0.13% of 310,000 active; in the data active = a potency from the dose series; inconclusive = CPE inhibition mostly from about 23% at the one dose, without a potency; inactive = the rest, 99 in 100 with CPE inhibition below about 21%; note: strong numbers were not always called active
WT yeast gro inh mutant strain – further read-out of WT yeast gro inh, marked with its call; inhibition, %; mitochondrial fusion phenotypic screen, mutant strain inhibition
Active calls of the source: *; i = inactive; ? = inconclusive; . = no result given; [ ] = dose if it differs, or a comment.

SMILES	WT yeast gro inh	WT yeast gro inh mutant strain	XIAP displacement	K1F lysis inhibition	CSM14.1 death rescue	Large T inhibition	West Nile antiviral	Yfh1-off respiration	NS5 inhibitors	RSV CPE inhibition
COc1cccc(CNc2nc3ccc(C)cc3n3cnnc23)c1	.	.	.	2.8%[50 µM]	.	8%	-0.3%	i	-1%	-1.2%
COc1ccccc1N1CCN(/N=C/c2ccc(C(=O)O)cc2)CC1	.	.	.	0.2%	.	11%	-0.2%	.	-6%	13%
NC(=O)C1CCN(C(=O)/C=C/c2cccc(Br)c2)CC1	.	.	.	1.7%	.	1%	0.3%	i	5%	1.5%
CCOC(=O)N1CCN(C(=O)CCC(=O)c2ccc(OCC)cc2)CC1	.	.	.	1.4%	.	12%	-0.1%	.	-5%	1.9%
COCC(=O)N1CCC(Oc2ccc(C(=O)N(C)C3CCCCC3)cc2)CC1	.	.	.	0.0%	.	6%	-0.5%	.	3%	1.7%
Cc1ccc2c(c1)N(S(=O)(=O)c1ccc3c(c1)NC(=O)CC(=O)N3)CCO2	.	.	.	1.8%	.	.	-0.7%	.	-1%	-1.1%
O=C1c2ccccc2C(Nc2cccnc2)N1Cc1ccccc1Cl (stereo unspecified)	9	5	-2.4%	-2.4%	-2.0%	2%	0.0%	i	-1%	1.7%
COc1ccc(OC)c(NC(=O)CSc2nncc3ccc(OC)c(OC)c23)c1	.	.	.	-0.4%	.	5%	-0.1%	i	8%	.
Cc1cccc(C(=O)N2CCCC(CCC(=O)N3CCN(c4ccccn4)CC3)C2)c1C (stereo unspecified)	.	.	.	0.6%	.	8%	-0.6%	.	-5%	1.8%
CCOC(=O)c1cccc(NC(=O)C2(S(=O)(=O)c3ccc(C)cc3)CC2)c1	-22	-22	-4.8%	1.0%[50 µM]	-2.4%	7%	-1.4%	i	3%	5.0%
O=C(Cn1[nH]c(=O)c2ccccc2c1=O)Nc1ccc2c(c1)CCC2	6	5	-4.5%	3.5%	.	6%	-0.2%	i	1%	1.4%
COCCNC(=O)C1CCN(S(=O)(=O)N2CCC3(CC2)OCCO3)CC1	7	13	-3.1%	1.5%	-0.4%	-1%	0.5%	i	1%	1.2%
CC1(C)CC2(CC(c3ccccc3F)c3ccc(O)c(O)c3O2)NC(=S)N1 (stereo unspecified)	-8	-15	-5.5%	2.2%	1.6%	8%	-0.4%	i	6%	3.9%
CC(C)COC(=O)n1c(=O)oc2cc(S(=O)(=O)N3CCCCC3)ccc21	-1	-9	-2.7%	3.2%	5.0%	-2%	0.1%	i	-8%	0.8%
O=c1[nH]c(C2CCCN(S(=O)(=O)c3ccccc3)C2)nc2c1nnn2Cc1ccc2c(c1)OCCO2 (stereo unspecified)	.	.	.	-0.1%	.	1%	0.5%	.	-12%	60%
Cc1cc(C)c(C#N)c(Nc2ccccc2)n1	-17	-1	-7.7%	0.7%	-0.8%	16%	0.1%	i	-3%	1.3%
COc1ccc(C)cc1NC(=O)CN1CCN(S(=O)(=O)c2ccc(Br)cc2)CC1	-8	10	-19%	5.4%	-3.0%	0%	-0.2%	i	-7%	2.7%
Cc1cc(C(=O)OCC(=O)Nc2cc(C(F)(F)F)ccc2N2CCOCC2)c(C)o1	35	29	-0.9%	7.9%	1.0%	0%	-0.7%	i	-11%	2.3%
NC(=O)CC(NC(=O)Cc1ccc(Br)cc1)c1ccc(NCCc2ccccc2F)c([N+](=O)[O-])c1 (stereo unspecified)	.	.	.	0.2%	.	8%	0.3%	i	-7%	0.8%
O=C(CSCc1ccc(Cl)cc1)N/N=C/c1ccco1	10	7	-1.4%	-0.2%	-0.5%	9%	-0.5%	i	-4%	1.1%
O=C(Nc1cnn(Cc2c(Cl)cccc2Cl)c1)c1ccc([N+](=O)[O-])cc1	-3	0	-7.1%	1.3%	-2.9%	-2%	0.9%	i	-9%	0.8%
CC(C)(C)C(=O)NCCCNc1ccc([N+](=O)[O-])cc1	-2	6	-11%	0.4%	-0.2%	11%	-0.1%	i	-5%	0.6%
C=CCSC1=C(C#N)C(c2ccccc2C)CC(=O)N1 (stereo unspecified)	-4	-6	-1.0%	-0.2%	-0.4%	2%	-0.1%	i	1%	1.0%
O=C(NCCC1CCCCN1S(=O)(=O)c1cccs1)C(=O)NCc1ccccc1 (stereo unspecified)	.	.	.	0.0%	.	20%	.	.	-1%	0.0%
COc1cccc(CNC(=O)c2cccnc2Sc2ccc(Cl)cc2)c1	.	.	.	0.0%	.	8%	-0.6%	.	2%	1.3%
O=C(Cc1ccccc1)Nc1ccc(NC(=O)C2CC2)nc1	2	2	-3.6%	-0.6%	-0.6%	4%	0.1%	i	-1%	-0.1%
CCN1CCN(Cc2ccc(NC(=O)c3cc(NC(=O)c4cncc(-c5cccs5)c4)cc(OC)c3)cc2C(F)(F)F)CC1	.	.	.	.	.	9%	-1.9%	.	-3%	-4.7%
O=C(NCCOc1ccccc1)c1ccc2c(c1)OCO2	14	-11	-5.2%	1.2%	-1.2%	9%	-0.5%	i	-6%	0.3%
COc1ccc(NC(=O)/C(C#N)=C\c2cc(C)n(-c3ccc4c(c3)OCO4)c2C)cc1	-10	-35	-7.7%	0.2%	-0.6%	9%	-0.9%	i	-8%	-0.7%
COc1ccc(C)cc1NC(=O)Nc1ccc2c(c1)CCC2	.	.	.	2.0%[50 µM]	.	-11%	-0.5%	.	-1%	16%
Cc1cc(C)c2cc(CN(Cc3cccnc3)C(=O)c3ccc(F)cc3)c(Cl)nc2c1	37	22	-3.0%	-0.8%	1.8%	3%	-0.5%	i	-1%	-0.3%
O=C(NC1CCCCCCC1)c1ccc(Br)o1	.	.	.	0.9%	.	9%	0.9%	.	-3%	2.1%
CC(=O)Nc1ccn(Cc2c(F)cccc2Cl)n1	-1	-29	-4.7%	i	-2.5%	8%	-0.3%	i	-11%	0.9%
O=C(NCCN1C(=O)S/C(=C\c2ccccc2F)C1=O)C1=COCCO1	.	.	.	1.0%[50 µM]	.	7%	.	.	-1%	-0.2%
O=C(NCc1c(F)cccc1F)c1cc(COc2c(F)cccc2F)on1	7	-9	-0.9%	0.1%	-0.1%	0%	-1.5%	i	-5%	2.3%
Cc1ccc(NC(=O)NCc2ccc3[nH]c(C)cc3c2)cc1	-15	-18	-1.9%	0.0%	0.5%	-1%	-0.9%	i	-2%	9.6%
Cc1onc(-c2ccccc2Cl)c1C(=O)NNC(=O)c1nn(C)cc1Cl	-14	-7	-3.0%	0.2%	0.8%	23%	0.9%	i	.	0.7%
CCN(C(=O)CSc1nc2nc(C)cc(C)n2n1)C1CCS(=O)(=O)C1 (stereo unspecified)	-10	-2	0.9%	0.1%	-0.7%	12%	-0.4%	i	1%	-0.3%
O=C(c1ccccc1Br)N1CCn2c1nc1ccccc12	3	1	-5.5%	1.7%	4.0%	4%	-0.3%	i	-5%	0.1%
COC(=O)[C@@H]1C(c2c(OC)cc(OC)cc2OC)=NO[C@H]1C(=O)OC	-4	-11	-1.2%	2.9%[50 µM]	-1.2%	-2%	0.1%	i	-3%	2.3%
CCCC(=O)N(CCN1CCOCC1)c1nc2cc(C)c(C)cc2s1	.	.	.	0.1%	.	1%	1.2%	.	3%	-0.3%
C=CCn1c(CCNC(=O)c2ccccc2F)nnc1SCC(=O)Nc1nc(C)cs1	-12	2	-5.6%	0.6%	.	.	0.2%	i	-4%	0.9%
COCCCNC(=O)CS(=O)Cc1nc(-c2cccc(OC)c2)oc1C (stereo unspecified)	-24	-2	-2.8%	0.0%	-1.4%	6%	0.0%	i	-5%	2.1%
CC(C)c1ccc(NC(=O)[C@H]2CSCN2C(=O)[C@@H]2CCC(=O)N2)cc1	.	.	.	0.2%	.	2%	-0.2%	.	-2%	2.7%
CCC(C)NC(=S)Nc1ccc2nc(N3CCN(CC)CC3)cc(C)c2c1 (stereo unspecified)	-16	17	-3.1%	0.0%	0.9%	7%	-1.2%	i	3%	-2.9%
COc1ccccc1N1CCN(C(=O)CCc2nnc3ccc(N4CCCC4)nn23)CC1	.	.	.	-0.1%	.	7%	0.8%	.	-8%	0.7%
Cc1cc(C)c(-c2cc(C(F)(F)F)no2)c(=O)[nH]1	2	-2	1.5%	6.0%	-0.6%	-1%	-0.9%	i	-5%	0.9%
O=C(Cn1ncc2c1-c1ccccc1OC2)Nc1ccc(S(=O)(=O)N2CCCCC2)cc1	9	4	-2.0%	2.2%	-0.5%	10%	0.2%	i	-2%	9.9%
Cc1cc(NS(=O)(=O)c2ccc(NC(=O)c3cc(-c4cccnc4)nc4ccc(Cl)cc34)cc2)no1	10	2	-7.0%	-2.4%	-1.3%	11%	0.6%	i	-6%	1.7%
COCCCNC(=O)CCc1nc2cccnc2n1Cc1ccc(OC)cc1	-1	14	-2.5%	1.1%	-1.4%	2%	0.1%	i	-10%	1.7%

More results.
SMILES	WT yeast gro inh	WT yeast gro inh mutant strain	XIAP displacement	K1F lysis inhibition	CSM14.1 death rescue	Large T inhibition	West Nile antiviral	Yfh1-off respiration	NS5 inhibitors	RSV CPE inhibition
CCN1CCN(c2nc3ccccc3nc2NS(=O)(=O)c2ccc(NC(C)=O)cc2)CC1	.	.	.	0.1%	.	4%	0.2%	.	-6%	2.0%
Cc1ccccc1C1c2[nH]c3ccccc3c2CCN1Cc1cccn1-c1ncccn1 (stereo unspecified)	.	.	.	0.3%	.	11%	-0.6%	i	-5%	?
COC(=O)c1nc(NC(=O)C(C)C)n[nH]1	-1	3	-1.2%	0.2%	-0.6%	0%	0.5%	i	-8%	-0.5%
O/N=C1\CCC\C1=C/c1ccco1	-18	-4	-4.0%	5.3%	0.0%	21%	0.2%	i	5%	0.8%
